RAM inhibit: yeast RAM network inhibition; 190,000 tested, 1.8% active; AID 868; S. cerevisiae dse1pr::URA3 reporter, 5-FOA growth OD615, 2 d; analog-sensitive cbk1-as2 kinase mutant strain; inhibition, % at 50 µM;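 active means inhibition above a set limit, 3 SD over mean compound inhibition, cut at about 8.4% in these data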;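 further: 0% = DMSO-only wells with no growth and 100% = 10 µM 1-NA-PP1 full growth; inhibition rescues growth on 5-FOA so higher OD means more RAM inhibition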
ROMK mod: human ROMK K+ channel modulation, primary screen; B-score at 10 µM; Tet-inducible ROMK, thallium flux fluorescence; actives lie on both sides; 130,000 tested, 2% active; AID 1918; P48048;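 active means signal ratio slope over the read window, or its plate-corrected B-score, at least 3 SD from the plate mean, either direction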;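 further: B-score of the F/F0 ratio slope over 7 to 12 s after thallium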
Target sequence (P48048 whole entry, looked up): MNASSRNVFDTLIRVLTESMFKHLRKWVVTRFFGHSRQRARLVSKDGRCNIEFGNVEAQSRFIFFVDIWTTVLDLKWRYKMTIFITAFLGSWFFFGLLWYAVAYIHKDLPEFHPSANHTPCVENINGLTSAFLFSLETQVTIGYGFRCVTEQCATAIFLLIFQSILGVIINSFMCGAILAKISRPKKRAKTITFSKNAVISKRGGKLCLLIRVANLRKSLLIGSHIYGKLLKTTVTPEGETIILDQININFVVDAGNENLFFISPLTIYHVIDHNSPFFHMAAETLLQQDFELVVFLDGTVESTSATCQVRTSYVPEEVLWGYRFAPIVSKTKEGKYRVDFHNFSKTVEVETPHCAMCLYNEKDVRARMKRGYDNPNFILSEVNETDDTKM
HMGR II inh: blocks class II HMG-CoA reductase of Enterococcus faecalis; AID 1066; inhibition, % at 10 µM; purified E. faecalis HMGR, NADPH absorbance 340 nm kinetic; 190,000 tested, 0.41% active;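 active means inhibition above a set limit, the median over all tested compounds plus 3 SD, cut at about 9.5% in these data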;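 further: enzyme runs in reverse so mevalonate oxidation gives rising NADPH absorbance; 0% = complete reaction with DMSO and 100% = background rate lacking mevalonate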
bIAP inh: blocks bovine intestinal alkaline phosphatase activity; purified bovine IAP, CDP-star luminescence, 30 min; inhibition, % at 20 µM; 190,000 tested, under 10 active; AID 1019;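 active means over 50% inhibition of intestinal alkaline phosphatase at 20 µM in the single-dose screen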
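System: purified bovine intestinal alkaline phosphatase (IAP) enzyme; Input: IAP diluted 1/65,000,000 in the well; Measured by: CDP-star luminescence signal; Compound dosing: 20 µM single dose; Incubation: 30 min reaction at room temperature.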
TR-FRET SRC-2 ct: TR-FRET artefact, counter-screen to PPARgamma/SRC-2 agonist assay | 200,000 tested, 0.4% active | stronger effect = higher value | TR-FRET ratio at 8 µM; in the data active means TR-FRET ratio above about 2000; further: inactives centre near 1500; reference of the scale not given here
L major viab: inhibitors of Leishmania major promastigote growth. Leishmania major promastigotes, resazurin fluorescence viability. inhibition, % at 10 µM. AID 1063. 200,000 tested, 9% active; in the data active means inhibition above about 50%;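 further: promastigotes grown with compound for 44 hours at 28 °C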
S1P3 antag: antagonists of human S1P3 receptor; Q99500; AID 485; CHO S1P3 NFAT-BLA reporter, FRET fluorescence, antagonist mode; inhibition, % at 4.98 µM; 170,000 tested, 0.27% active;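 active means inhibition above the plate cutoff, the mean inhibition of test wells on that plate plus 3 SD, cut at about 28% in these data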;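 further: cells challenged with S1P at its EC80 of 0.8 µM; blue over green emission ratio from cleaved BLA substrate after 4 h stimulation; 0% = S1P-stimulated wells and 100% = unstimulated DMSO-only wells; some compounds past the cut are filed as inactive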
PPARg SRC-1 ag: PPARgamma-driven SRC-1 recruitment agonism; activation, % at 8 µM; AID 631; 200,000 tested, 0.41% active; P37231; PPARgamma-SRC-1 coactivator recruitment biochemical assay; in the data active means activation above about 19%;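 further: 0% = DMSO and 100% = reference agonist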
Target sequence (P37231 whole entry, looked up): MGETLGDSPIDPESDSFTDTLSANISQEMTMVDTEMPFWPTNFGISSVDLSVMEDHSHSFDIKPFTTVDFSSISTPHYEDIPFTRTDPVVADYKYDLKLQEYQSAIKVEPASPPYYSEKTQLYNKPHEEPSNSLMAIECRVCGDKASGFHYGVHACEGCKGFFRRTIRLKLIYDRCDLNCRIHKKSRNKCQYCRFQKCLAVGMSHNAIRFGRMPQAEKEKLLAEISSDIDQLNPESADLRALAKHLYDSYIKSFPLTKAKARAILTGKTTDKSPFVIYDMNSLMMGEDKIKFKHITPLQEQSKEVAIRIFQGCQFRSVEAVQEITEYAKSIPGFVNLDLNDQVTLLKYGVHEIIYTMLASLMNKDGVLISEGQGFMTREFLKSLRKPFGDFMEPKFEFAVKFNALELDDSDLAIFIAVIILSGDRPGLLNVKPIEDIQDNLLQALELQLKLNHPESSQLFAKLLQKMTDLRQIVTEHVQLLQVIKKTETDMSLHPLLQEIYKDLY
PPARg SRC-2 ag: PPARgamma-driven SRC-2 recruitment agonism. P37231. PPARgamma LBD-SRC-2 recruitment, biochemical. activation, % at 8 µM. 200,000 tested, 0.34% active; in the data active means activation above about 22%;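 further: 0% = vehicle and 100% = reference agonist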
Redox H2O2 prof: compounds producing H2O2 with reducing agent – biochemical, NIH compound library profiling, artefact control for MLSCN library redox annotation, primary screen | DTT-dependent redox cycling H2O2, phenol red/HRP absorbance; 100% = 100 µM peroxide control, 0% = buffer | activation, % at 10 µM | 200,000 tested, 0.03% active;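 active means activation of at least 50% relative to the plate's high and low controls in the primary single-dose screen; inactive means activation below 50%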;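 further: compound incubated with DTT at 0.8 mM final as the reducing agent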
PPARg SRC3 recr: agonists of human PPARgamma SRC-3 coactivator recruitment. P37231. AID 731. biochemical PPARgamma/SRC-3 coactivator recruitment assay. activation, % at 8 µM. 200,000 tested, 0.26% active; in the data active means activation above about 23%;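 further: 0% = DMSO and 100% = reference agonist; some compounds past the cut are filed as inactive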
The depositor's hits bear a star.

COc1ccc(-n2ccnc2SCC(=O)Nc2ccc(OC)cc2OC)cc1 was read as RAM inhibit 1.8, ROMK mod -0.21, HMGR II inh -7, bIAP inh 2, TR-FRET SRC-2 ct 1517, L major viab 4, S1P3 antag -7, PPARg SRC-1 ag -2, PPARg SRC-2 ag -4, Redox H2O2 prof -0.4 and PPARg SRC3 recr 1.
`CS(=O)(=O)N(Cc1ccccc1)c1ccc(C(=O)NN=C2CCCCCC2)cc1` gave RAM inhibit 0.2, ROMK mod -0.12, HMGR II inh -3, bIAP inh 4, TR-FRET SRC-2 ct 1599, L major viab 10, S1P3 antag 14, PPARg SRC-1 ag 4, PPARg SRC-2 ag 7, Redox H2O2 prof -0.4 and PPARg SRC3 recr 4.
For S=C(N/N=C1\C2CN3CCN(C2)CC1(c1ccccc1)C3)Nc1ccccc1 the results were RAM inhibit -0.9, ROMK mod 0.52, HMGR II inh 3, bIAP inh 8, TR-FRET SRC-2 ct 1510, L major viab -1, S1P3 antag -6, PPARg SRC-1 ag 9, PPARg SRC-2 ag 2, Redox H2O2 prof 0.1 and PPARg SRC3 recr 6.
For N=C1/C(=C\c2ccc(OC(=O)c3ccco3)cc2)C(=O)N=C2SC=NN12 the results were RAM inhibit 1.1, ROMK mod -0.12, HMGR II inh 3, bIAP inh 19, TR-FRET SRC-2 ct 1559, L major viab 0, S1P3 antag -13, PPARg SRC-1 ag 5, PPARg SRC-2 ag -4, Redox H2O2 prof -1.0 and PPARg SRC3 recr 6.
Screening COc1ccccc1C(CCNS(=O)(=O)c1ccc(C)cc1)c1ccco1 (stereo not drawn) returned RAM inhibit 10.0*, ROMK mod -1.3, HMGR II inh -2, bIAP inh -6, TR-FRET SRC-2 ct 1386, L major viab 15, S1P3 antag -7, PPARg SRC-1 ag -8, PPARg SRC-2 ag -2, Redox H2O2 prof -0.2 and PPARg SRC3 recr -1.
For C=CCNC(=O)CSc1nnc(-c2cccs2)o1 the results were RAM inhibit 1.6, HMGR II inh -3, bIAP inh 2, TR-FRET SRC-2 ct 1603, L major viab 38, PPARg SRC-1 ag -3, PPARg SRC-2 ag 8, Redox H2O2 prof -4.0 and PPARg SRC3 recr -8.
O=C(Cn1cnc2ccccc2c1=O)NCC(=O)N1CCOCC1 was read as RAM inhibit 3.1, ROMK mod -0.15, HMGR II inh -6, bIAP inh 7, TR-FRET SRC-2 ct 1754, L major viab -8, S1P3 antag -23, PPARg SRC-1 ag 0, PPARg SRC-2 ag 4, Redox H2O2 prof -0.1 and PPARg SRC3 recr 4.
For CC1=C(C(=O)Nc2ccc(C)cc2C)C(c2cccc(Cl)c2)n2nc(C(=O)OC(C)C)nc2N1 (stereo not drawn) the results were RAM inhibit 2.5, ROMK mod -0.16, HMGR II inh 3, bIAP inh 4, TR-FRET SRC-2 ct 1554, L major viab -3, S1P3 antag 8, PPARg SRC-1 ag 1, PPARg SRC-2 ag 14, Redox H2O2 prof -0.4 and PPARg SRC3 recr 3.
For O=C(O)CCN(Cc1ccccc1)S(=O)(=O)c1ccc(Cl)cc1F the results were RAM inhibit 0.1, ROMK mod -0.78, HMGR II inh -2, bIAP inh 1, TR-FRET SRC-2 ct 1797, L major viab 0, S1P3 antag 5, PPARg SRC-1 ag 8, PPARg SRC-2 ag 10, Redox H2O2 prof -0.9 and PPARg SRC3 recr 2.
For COCCn1c(SCC(=O)NNC(=O)c2ccccc2)nc2ccccc2c1=O the results were RAM inhibit 6.9, HMGR II inh -2, bIAP inh -22, TR-FRET SRC-2 ct 1728, L major viab -6, S1P3 antag -36, PPARg SRC-1 ag 3, PPARg SRC-2 ag 15, Redox H2O2 prof 0.4 and PPARg SRC3 recr -6.

An excerpt from above in order of heavy-atom count, lowest first.
For O=C(O)CCN(Cc1ccccc1)S(=O)(=O)c1ccc(Cl)cc1F the results were RAM inhibit 0.1, ROMK mod -0.78, HMGR II inh -2, bIAP inh 1, TR-FRET SRC-2 ct 1797, L major viab 0, S1P3 antag 5, PPARg SRC-1 ag 8, PPARg SRC-2 ag 10, Redox H2O2 prof -0.9 and PPARg SRC3 recr 2.
For S=C(N/N=C1\C2CN3CCN(C2)CC1(c1ccccc1)C3)Nc1ccccc1 the results were RAM inhibit -0.9, ROMK mod 0.52, HMGR II inh 3, bIAP inh 8, TR-FRET SRC-2 ct 1510, L major viab -1, S1P3 antag -6, PPARg SRC-1 ag 9, PPARg SRC-2 ag 2, Redox H2O2 prof 0.1 and PPARg SRC3 recr 6.
`CS(=O)(=O)N(Cc1ccccc1)c1ccc(C(=O)NN=C2CCCCCC2)cc1` gave RAM inhibit 0.2, ROMK mod -0.12, HMGR II inh -3, bIAP inh 4, TR-FRET SRC-2 ct 1599, L major viab 10, S1P3 antag 14, PPARg SRC-1 ag 4, PPARg SRC-2 ag 7, Redox H2O2 prof -0.4 and PPARg SRC3 recr 4.

Next part:
Screening N#C/C(=C\c1ccc(F)c(F)c1)C(=O)NC1CCCCC1 returned RAM inhibit 5.4, HMGR II inh -3, bIAP inh -2, TR-FRET SRC-2 ct 1420, L major viab 30, S1P3 antag -19, PPARg SRC-1 ag -6, PPARg SRC-2 ag -7, Redox H2O2 prof 0.6 and PPARg SRC3 recr 10.
COC(=O)c1cc(Cl)c(NC(=O)c2cc(OC)c(OC)c(OC)c2)cc1OC was read as RAM inhibit 0.3, HMGR II inh 1, bIAP inh 4, TR-FRET SRC-2 ct 1515, L major viab -2, PPARg SRC-1 ag 9, PPARg SRC-2 ag 4, Redox H2O2 prof 1.6 and PPARg SRC3 recr 6.
COc1cc(Cl)c(C)cc1NC(=O)CSc1nnc(CCC(=O)O)c(=O)[nH]1 was read as RAM inhibit 1.4, ROMK mod 0.82, HMGR II inh -1, bIAP inh -27, TR-FRET SRC-2 ct 1567, L major viab -4, S1P3 antag -18, PPARg SRC-1 ag 4, PPARg SRC-2 ag 8, Redox H2O2 prof -1.2 and PPARg SRC3 recr 3.
Screening CN1C(=S)SC(C)(C)C1NO (stereo not drawn) returned RAM inhibit 1.2, ROMK mod 0.8, HMGR II inh 0, bIAP inh -5, TR-FRET SRC-2 ct 1754, L major viab -5, S1P3 antag 19, PPARg SRC-1 ag 0, PPARg SRC-2 ag 5, Redox H2O2 prof -9.5 and PPARg SRC3 recr -6.
O=C(CP(=O)(c1ccccc1)c1ccccc1)Nn1cnnc1 was read as RAM inhibit -0.1, ROMK mod -0.79, HMGR II inh -9, bIAP inh -2, TR-FRET SRC-2 ct 1313, L major viab -3, PPARg SRC-1 ag -4, PPARg SRC-2 ag -6, Redox H2O2 prof 0.2 and PPARg SRC3 recr -9.
For COc1ccnc(N2CCN(c3cccc(C(F)(F)F)c3)CC2)c1C#N the results were RAM inhibit 5.2, HMGR II inh 4, bIAP inh 14, TR-FRET SRC-2 ct 1381, L major viab -2, PPARg SRC-1 ag 1, PPARg SRC-2 ag -5, Redox H2O2 prof 2.2 and PPARg SRC3 recr 10.
For CCOc1ccc(N(C(C)C(=O)NN=C2CCCCCCC2)S(C)(=O)=O)cc1 (stereo not drawn) the results were RAM inhibit -0.5, ROMK mod -0.32, HMGR II inh -1, bIAP inh -5, TR-FRET SRC-2 ct 1396, L major viab 7, S1P3 antag -10, PPARg SRC-1 ag -1, PPARg SRC-2 ag 12, Redox H2O2 prof -0.2 and PPARg SRC3 recr 1.
Screening COc1ccc(CC(=O)Nc2nc(C)cs2)cc1 returned RAM inhibit -0.5, ROMK mod 1.4, HMGR II inh 2, bIAP inh -1, TR-FRET SRC-2 ct 1427, L major viab 12, S1P3 antag -8, PPARg SRC-1 ag -7, PPARg SRC-2 ag -10, Redox H2O2 prof -0.1 and PPARg SRC3 recr -1.
Screening Cc1nc(C)c(C(=O)N/N=C/c2ccco2)s1 returned RAM inhibit 1.6, ROMK mod 0.23, HMGR II inh -3, bIAP inh -10, TR-FRET SRC-2 ct 1422, L major viab 1, S1P3 antag -7, PPARg SRC-1 ag 5, PPARg SRC-2 ag -2, Redox H2O2 prof 0.3 and PPARg SRC3 recr 3.
For Cc1ccc(C2N(c3nccs3)C(=O)C3CCCN32)cc1 (stereo not drawn) the results were RAM inhibit -0.1, ROMK mod -0.31, HMGR II inh -2, bIAP inh -12, TR-FRET SRC-2 ct 1654, L major viab -3, S1P3 antag -44, PPARg SRC-1 ag 11, PPARg SRC-2 ag 10, Redox H2O2 prof -2.9 and PPARg SRC3 recr 12.
C/C(=N\N1CCN(c2ccccc2)CC1)c1ccco1 was read as RAM inhibit 3.3, ROMK mod -0.0084, HMGR II inh 3, bIAP inh -2, TR-FRET SRC-2 ct 1644, L major viab 23, S1P3 antag -15, PPARg SRC-1 ag 2, PPARg SRC-2 ag -1, Redox H2O2 prof -0.1 and PPARg SRC3 recr -1.
`Cc1cccc(NC(=S)NN2CCN(C)CC2)c1` gave RAM inhibit 0.5, ROMK mod -0.49, HMGR II inh -4, bIAP inh 0, TR-FRET SRC-2 ct 1576, L major viab 2, PPARg SRC-1 ag 5, PPARg SRC-2 ag 2, Redox H2O2 prof 0.2 and PPARg SRC3 recr 4.
N[C@@H](CO)c1nnc([C@H](CCC(=O)O)NC(=O)C2CCNCC2)o1 was read as RAM inhibit 0.9, HMGR II inh -1, bIAP inh -2, TR-FRET SRC-2 ct 1668, L major viab -2, S1P3 antag -5, PPARg SRC-1 ag -2, PPARg SRC-2 ag 3, Redox H2O2 prof 0.8 and PPARg SRC3 recr 0.
N#Cc1c(NC(=O)CSc2ncnc3sccc23)oc(-c2ccco2)c1-c1ccco1 was read as RAM inhibit 2.2, ROMK mod 0.2, HMGR II inh -2, bIAP inh -2, TR-FRET SRC-2 ct 1740, L major viab -2, S1P3 antag 4, PPARg SRC-1 ag 5, PPARg SRC-2 ag -2, Redox H2O2 prof 0.2 and PPARg SRC3 recr 9.
For NC(=O)c1ccc(-n2nnnc2SCC(=O)c2ccc(O)c(O)c2)cc1 the results were RAM inhibit 2.2, ROMK mod -0.096, HMGR II inh -2, bIAP inh 37, TR-FRET SRC-2 ct 1716, L major viab -8, S1P3 antag 12, PPARg SRC-1 ag 6, PPARg SRC-2 ag 9, Redox H2O2 prof -1.0 and PPARg SRC3 recr 4.
Screening CSc1nc2ncc3c(n2n1)CC(C)(C)CC3=O returned RAM inhibit -0.4, ROMK mod 1.6, HMGR II inh 9.9*, bIAP inh -11, TR-FRET SRC-2 ct 1356, L major viab -6, S1P3 antag -12, PPARg SRC-1 ag -1, PPARg SRC-2 ag -3, Redox H2O2 prof 0.0 and PPARg SRC3 recr -2.
For Cc1ccc2c(c1)-c1cc(C)nn1C(c1ccc3c(c1)OCO3)N2 (stereo not drawn) the results were RAM inhibit 2.3, HMGR II inh 0, bIAP inh -5, TR-FRET SRC-2 ct 1587, L major viab 98*, S1P3 antag -14, PPARg SRC-1 ag 2, PPARg SRC-2 ag 1, Redox H2O2 prof -0.1 and PPARg SRC3 recr 5.

High-throughput results (PubChem BioAssay)
